Bioassay records from PubChem.
DTT redox prof: compounds producing H2O2 with reducing agent – biochemical, NIH compound library profiling, artefact control for MLSCN library redox annotation, primary screen. DTT-dependent redox cycling H2O2, phenol red/HRP absorbance; 100% = 100 µM peroxide control, 0% = buffer. 200,000 tested, 0.03% active. AID 878. activation, % at 10 µM;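 active = activation of at least 50% relative to the plate's high and low controls in the primary single-dose screen; inactive = activation below 50%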;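 also: compound incubated with DTT at 0.8 mM final as the reducing agent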
PMI activator: activators of human phosphomannose isomerase; 190,000 tested, 0.005% active; P34949; AID 1214; activation factor at 20 µM; purified human PMI, coupled resazurin fluorescence, 20 min; active compounds read high; 1 = vehicle control, 0 substrate-free wells;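 active = activation factor of 2 or more at 20 µM, relative to plate controls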
Target sequence (P34949 whole entry, looked up): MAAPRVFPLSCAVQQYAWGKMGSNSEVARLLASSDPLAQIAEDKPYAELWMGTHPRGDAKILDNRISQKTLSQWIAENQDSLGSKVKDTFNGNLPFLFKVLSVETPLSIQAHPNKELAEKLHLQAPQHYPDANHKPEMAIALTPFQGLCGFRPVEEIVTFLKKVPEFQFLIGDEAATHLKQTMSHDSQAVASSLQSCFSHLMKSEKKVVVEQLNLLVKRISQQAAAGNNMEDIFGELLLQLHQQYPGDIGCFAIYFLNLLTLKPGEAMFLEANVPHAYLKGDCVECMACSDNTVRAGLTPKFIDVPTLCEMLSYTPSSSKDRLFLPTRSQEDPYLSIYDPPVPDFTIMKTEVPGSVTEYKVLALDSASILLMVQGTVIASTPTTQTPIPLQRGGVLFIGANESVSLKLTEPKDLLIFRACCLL
S1P3 antagonist: antagonists of human S1P3 receptor. Q99500. CHO S1P3 NFAT-BLA reporter, FRET fluorescence, antagonist mode. inhibition, % at 4.98 µM. 170,000 tested, 0.27% active. AID 485;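 active = inhibition above the plate cutoff, the mean inhibition of test wells on that plate plus 3 SD, cut at about 28% in these data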;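 also: cells challenged with S1P at its EC80 of 0.8 µM; blue over green emission ratio from cleaved BLA substrate after 4 h stimulation; 0% = S1P-stimulated wells and 100% = unstimulated DMSO-only wells; some compounds past the cut are filed as inactive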
L major viab: inhibitors of Leishmania major promastigote growth. 200,000 tested, 9% active. AID 1063. inhibition, % at 10 µM. Leishmania major promastigotes, resazurin fluorescence viability; in the data active = inhibition above about 50%;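 also: promastigotes grown with compound for 44 hours at 28 °C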
Efa HMGR inh: E. faecalis class II HMG-CoA reductase inhibition; purified E. faecalis HMGR, NADPH absorbance 340 nm kinetic; inhibition, % at 10 µM; 190,000 tested, 0.41% active;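 active = inhibition above a set limit, the median over all tested compounds plus 3 SD, cut at about 9.5% in these data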;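 also: enzyme runs in reverse so mevalonate oxidation gives rising NADPH absorbance; 0% = complete reaction with DMSO and 100% = background rate lacking mevalonate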
PMI act satM6P: activators of human phosphomannose isomerase at near-saturating mannose 6-phosphate | coupled PMI enzyme assay, resazurin fluorescence, 20 min; active compounds read high; 1 = untreated enzyme, 0 = substrate-free blank | AID 1216 | P34949 | 190,000 tested, 0.34% active | activation factor at 20 µM;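 active = activation factor of 2 or more at 20 µM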
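Test system: human phosphomannose isomerase with PGI, G6PDH, diaphorase coupling enzymes; amount: 15 ng/mL PMI; incubation: enzyme reaction with compound 20 min at room temperature; technique: resorufin fluorescence (Ex 544/Em 590 nm) from resazurin via diaphorase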
TNAP inh hi DEA: TNAP (human) inhibition, high acceptor. 200,000 tested, 0.03% active. purified TNAP, CDP-star luminescence, 1 M DEA. AID 1135. inhibition, % at 20 µM;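 active = over 50% inhibition of tissue-nonspecific alkaline phosphatase at 20 µM in the single-dose screen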;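 also: plate controls were DMSO wells for no effect and EDTA-quenched wells as full inhibition for full effect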
Target sequence (P05186 whole entry, looked up): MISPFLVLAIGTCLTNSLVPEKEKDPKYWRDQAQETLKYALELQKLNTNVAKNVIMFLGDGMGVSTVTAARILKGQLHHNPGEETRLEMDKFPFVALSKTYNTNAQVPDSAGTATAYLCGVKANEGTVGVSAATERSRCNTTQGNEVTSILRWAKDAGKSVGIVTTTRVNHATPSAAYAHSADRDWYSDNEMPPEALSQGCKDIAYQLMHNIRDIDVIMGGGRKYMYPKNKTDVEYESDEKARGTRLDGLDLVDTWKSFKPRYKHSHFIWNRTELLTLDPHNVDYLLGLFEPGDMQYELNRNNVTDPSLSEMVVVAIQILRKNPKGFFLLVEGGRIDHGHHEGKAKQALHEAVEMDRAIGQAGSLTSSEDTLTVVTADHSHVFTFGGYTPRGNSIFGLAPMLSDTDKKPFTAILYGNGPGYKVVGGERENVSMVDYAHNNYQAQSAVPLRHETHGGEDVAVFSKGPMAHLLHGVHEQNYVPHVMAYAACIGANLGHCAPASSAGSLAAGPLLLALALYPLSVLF
TNAP inh noacc: inhibitors of human TNAP without phosphate acceptor; AID 1012; inhibition, % at 20 µM; 200,000 tested, 0.26% active; purified TNAP, CDP-star luminescence, 30 min;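 active = tissue-nonspecific alkaline phosphatase inhibition above about 50% at 20 µM in the single-dose screen, limit read from the data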;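 also: 0% = DMSO negative control and 100% = EDTA positive control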
RAM inhibit: blocks the yeast RAM network. S. cerevisiae dse1pr::URA3 reporter, 5-FOA growth OD615, 2 d; analog-sensitive cbk1-as2 kinase mutant strain. inhibition, % at 50 µM. 190,000 tested, 1.8% active. AID 868;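 active = inhibition above a set limit, 3 SD over mean compound inhibition, cut at about 8.4% in these data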;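 also: 0% = DMSO-only wells with no growth and 100% = 10 µM 1-NA-PP1 full growth; inhibition rescues growth on 5-FOA so higher OD means more RAM inhibition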
Hsp70 activator: transcriptional activators of Hsp70; AID 1203; HeLa Hsp70 promoter luciferase reporter, luminescence; scaled: vehicle 0, proteasome-inhibitor control 100%; activation, % at 10 µM; 200,000 tested, 0.04% active;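 active = activation above the mean across all tested compounds plus 3 SD, cutoff set per campaign, cut at about 5.5% in these data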;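 also: 100% = MG132 at 30 µM as the positive control and 0% = DMSO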
The depositor's hits bear a star; x = not tested or not shown.

mol,DTT redox prof,PMI activator,S1P3 antagonist,L major viab,Efa HMGR inh,PMI act satM6P,TNAP inh hi DEA,TNAP inh noacc,RAM inhibit,Hsp70 activator
CCN1C2OC3OC4C(OC3OC2N(CC)S1(=O)=O)N(CC)S(=O)(=O)N4CC (stereo unspecified),-9.0,1,-4,-6,-3,1,-5,-5,1.4,-0.3
Cc1cccc(C)c1OCc1nnc(SCC(=O)NCc2ccccc2)o1,0.6,1,-3,10,0,1,-7,-10,1.8,-0.2
O=C(c1ccc(COCC(F)(F)F)cc1)N1CCN(c2ccccn2)CC1,-0.1,x,-14,-2,0,x,-2,-6,1.2,-0.1
CCOC(=O)C1CCN(C(=O)Nc2ccc3nccnc3c2)CC1,-0.2,0.9,x,0,-5,0.5,1,-8,-0.1,-0.4
CCN(CC)S(=O)(=O)c1cccc(C(=O)N/N=C/c2ccccc2OCC(=O)O)c1,-0.4,1,-20,1,-1,1,-6,-25,-1.3,0.0
COc1cc2ccc(=O)oc2c(O)c1OCC=C(C)C,-1.6,0.9,-13,-14,-3,0.8,-5,-4,0.3,-0.6
Oc1ccc(-c2nc3ccccn3c2NCc2ccc3c(c2)OCO3)cc1,1.9,1,4,27,-9,1,-5,-12,0.3,0.2
N#CCSc1nnc(-c2sc3ccccc3c2Cl)o1,-0.5,1,3,-8,-3,1,0,-7,4.6,-0.1
O=S(=O)(c1ccccc1)N1CCN(c2nc(-c3cccs3)nc3ccccc23)CC1,0.2,0.8,13,20,6,0.9,-1,-22,1.9,-0.5
O=C1C2=C(Nc3ccccc3SC2c2ccco2)c2ccccc21 (stereo unspecified),0.0,0.7,-16,99*,-4,0.7,10,10,1.6,0.3
O=C(Nc1ccccc1NC(=O)c1ccco1)c1ccco1,0.1,1,69*,33,-14,1,-5,-10,2.7,-0.2
Cc1cc(Cl)ccc1OCC(=O)NCCOc1nc(N2CCCCC2)nc(N2CCOCC2)n1,0.5,0.9,x,-1,-11,1,-3,-14,0.3,-0.3
COc1ccc(S(=O)(=O)N(C)CC(=O)Nc2ccccc2C(F)(F)F)cc1,0.9,1,4,-4,-4,1,-1,-10,4.3,0.0
CC(C)CNC(=O)CN(C1CCCCC1)S(C)(=O)=O,0.9,1,-38,-6,-3,1,0,-8,0.5,-0.1
O=C(Nc1ccccc1F)c1ccc([N+](=O)[O-])s1,-1.1,1,-6,100*,4,1,-1,-5,1.6,-0.2
Cc1nn(CCCC(=O)Nc2sc3c(c2C#N)CCC3)c(C)c1[N+](=O)[O-],-5.0,0.9,x,26,0,0.9,1,-4,1.6,-0.2
Cc1ccc(S(=O)(=O)C2(C(=O)Nc3ccc(F)cc3)CC2)cc1,1.5,0.9,-11,-2,-3,1,-4,-15,-0.9,-0.4
CCN(CC)CCCOC(=O)c1ccc(OC)cc1O,-0.4,1,9,74*,1,0.9,-5,-3,0.3,-0.2
O=C(COc1ccc(Cl)cc1)N1CCN(S(=O)(=O)c2ccccc2)CC1,0.1,1,x,0,-11,0.9,2,-4,2.1,-0.2
Cc1ccc(C(=O)Nc2cc(C(C)C)c(O)c(C(C)C)c2)cc1,-0.2,0.8,25,0,1,0.8,-4,-4,-0.7,0.1
O=C(NCc1ccco1)c1ccccc1F,0.1,1,x,1,0,1.1,-6,-8,-0.8,0.7
O=C(COC(=O)c1cccnc1)NC1CCCc2ccccc21 (stereo unspecified),0.5,1.1,2,-4,3,1,-2,-24,0.8,-0.3
CCOC(=O)C(C)Oc1cccc2c(=O)n(CC(=O)N3CCCc4ccccc43)ccc12 (stereo unspecified),-0.8,0.8,x,0,-8,0.9,-3,-10,-0.2,-0.1
Cc1ccc(CC(=O)NC(C)CCc2ccccc2)cc1 (stereo unspecified),2.2,0.9,x,11,-3,0.9,-7,-11,2.1,0.1
COc1ccc(OC)c(-c2cc(C3CCN(c4ncccc4[N+](=O)[O-])CC3)[nH]n2)c1,-4.5,0.9,x,21,-2,1,2,-5,1.4,-0.4
O=C(CSc1nc(-c2ccc(F)cc2)nc2c1Cc1ccccc1O2)Nc1ccc(C(=O)O)cc1,-3.0,0.9,-21,-18,1,1,-9,-25,1.5,-0.6
Cc1ccccc1-n1c(C)nnc1SCC(=O)NCC1CCCO1 (stereo unspecified),-2.1,1.2,-11,-6,-7,1.1,-3,-2,1.9,-0.2
CC1=C(C(=O)Nc2ccc(C)cc2C)C(c2ccc(Cl)cc2)n2nc(C(=O)OC(C)C)nc2N1 (stereo unspecified),0.6,0.9,1,-3,0,1,2,1,3.5,-0.4
COC(=O)CNC(=O)c1cccc(Cl)c1,-1.6,1.2,-3,-14,0,1.1,-4,-9,0.0,-0.3
Cc1nnc2sc(-c3ccc(NC(=O)c4ccc(-c5ccc(Br)cc5)o4)cc3)nn12,-0.3,x,19,13,x,x,x,x,x,0.0
Cc1cccc(-n2c(CCCN3C(=O)c4ccccc4C3=O)nc3ccccc3c2=O)n1,2.1,0.9,5,1,-3,0.9,-1,-5,2.6,-0.2
NC(Cc1ccccc1)C(O)(c1ccccc1)c1ccccc1 (stereo unspecified),0.3,1,-3,11,-1,0.9,-4,-8,2.3,-0.4
CC(C)(C)c1ccc(-c2csc(NC(=O)CN3C(=O)NC4(CCCCC4)C3=O)n2)cc1,-0.8,0.9,x,99*,4,0.9,-9,-9,2.6,-0.3
O=C(O)C1CSC(c2coc3ccccc3c2=O)N1 (stereo unspecified),-0.3,0.9,-2,-15,-4,1,1,17,-1.1,-0.4
COc1ccccc1NS(=O)(=O)c1cc(NC(=O)c2ccc(Cl)nc2)ccc1Cl,-0.1,1,-1,12,1,0.9,-5,-8,3.3,-0.5
O=C(CCCC(=O)N(CC(=O)NC1CCCCC1)Cc1ccco1)Nc1ccccn1,-2.3,1,6,-4,-2,1,-2,-12,0.4,-0.5
CC/C(C)=N\N=C\c1c(O)n(CC)c2cc(C3=NNC(=O)CC3)ccc12,1.8,1.5,x,0,-7,1.9,4,-22,0.1,0.1
C#CC1(NC(=O)NCCCC)CCCCC1,-1.5,1,0,-1,-3,1,3,3,-0.1,0.0
CCOC(=O)c1ccccc1N/C=C1\CCCCC1=O,0.7,1,x,5,-1,1.1,-4,-11,2.6,0.0
CCN(CC)CCCN1C(=O)C(=O)/C(=C(/O)c2ccc(OC)c(Cl)c2)C1c1ccco1 (stereo unspecified),x,1.1,11,x,x,1.1,-6,9,x,x
Cc1cc(=O)[nH]c2c(C)c(Cl)ccc12,-1.1,1.1,2,12,-1,1,-4,-13,1.4,-0.3
O=C(c1ccc(COc2ccc(Br)cc2)o1)N1N=C(C(F)F)CC1(O)C(F)F (stereo unspecified),0.2,0.9,1,-3,-2,0.9,2,-5,5.1,-0.5
CCOc1ccc(Br)cc1S(=O)(=O)NCc1ccncc1,-1.4,0.9,-20,7,2,0.9,-4,-2,0.4,0.5
C/C(=N\NC(=O)NC1CCCCC1)c1ccco1,-1.2,1,-18,23,3,1,-1,-4,-1.2,-0.2
O=C(Nc1ccc(F)cc1)c1nc[nH]c1C(=O)Nc1ccccc1[N+](=O)[O-],0.5,0.9,-3,-7,0,0.9,2,-8,2.3,0.3
Brc1ccc(CSc2ncn[nH]2)cc1,0.0,1,-34,-7,1,1,-4,-7,3.5,-0.1
CCCCC(=O)Nc1cc(Cl)ccc1C(=O)O,0.3,1,7,-5,-6,1,-2,-6,0.0,-0.1
O=c1c2ccccc2[nH]c2ccccc12,0.1,1.1,-5,29,-8,1,1,2,2.2,-0.1
O=C(NN=C1CCCC1)NC1CCCCC1,-0.1,1.1,-12,-1,-2,1.1,7,2,1.1,-0.2
CCOC(=O)NC(=O)C(=CNc1ccccc1C)C(=O)NC(=O)OCC,-0.2,1,11,-1,0,1,2,-4,2.6,-0.4

Additional records.
mol,DTT redox prof,PMI activator,S1P3 antagonist,L major viab,Efa HMGR inh,PMI act satM6P,TNAP inh hi DEA,TNAP inh noacc,RAM inhibit,Hsp70 activator
COc1ccc(C(=O)NN(C)c2nc(C(F)(F)F)nc3ccccc23)cc1,-0.2,1,9,0,0,1,0,-5,2.7,0.1
Cc1ccc(CNC(=O)Nc2cccs2)cc1,-2.6,1,x,-9,-2,1.1,-4,-12,2.6,0.0
Cc1nc(SCC(=O)Nc2ccnc3ccccc23)n[nH]1,0.3,1,19,1,-4,1,-4,-9,1.4,0.0
CCOc1ccc(/C=c2\sc3nc(-c4ccco4)nn3c2=O)cc1OCC,-5.5,0.9,13,3,1,0.9,-1,0,3.7,-0.2
O=C(CSc1n[nH]c(-c2ccccc2)n1)Nc1ccc(N2CCOCC2)cc1,0.1,1.1,-4,6,0,0.9,-4,36,2.7,0.3
Cc1nnc(SCC(=O)N2c3ccccc3CC2C)[nH]c1=O (stereo unspecified),-0.1,0.9,-5,1,2,1,2,-12,-0.4,-0.3
Cc1ccc2[nH]c(=O)c(C(c3nnnn3C3CCCC3)N(Cc3cccnc3)Cc3ccco3)cc2c1 (stereo unspecified),2.3,1,2,85*,-6,1,-4,-9,2.0,-0.6
CC1=C(C)CC(C(=O)NCCc2ccccc2)C(C(=O)O)C1 (stereo unspecified),0.1,1.1,x,-7,-1,1.1,-2,-32,0.1,0.0
OCCC1CN(C2CCN(c3ccccc3F)CC2)CCN1Cc1ccccc1 (stereo unspecified),-1.1,0.8,-8,80*,-3,0.8,-5,-8,0.5,-0.1
Cc1ccc(C(=O)NC(=S)N2CC(C)OC(C)C2)cc1[N+](=O)[O-] (stereo unspecified),1.7,1,x,-4,3,1,-3,-10,-0.1,-0.2
Cn1cccc1CC(=O)N/N=C/c1cccc2ccccc12,-8.0,1,x,-3,-1,0.9,1,-7,2.2,0.0
CC(C)CC(NC(=O)C1CCC(C)CC1)C(=O)Nc1ccc2c(c1)OCCO2 (stereo unspecified),-0.6,0.9,x,6,0,0.9,-11,-29,2.1,0.0
O=C(Nc1cc(N2CCOCC2)ncn1)c1ccccc1,1.7,0.9,-16,-10,2,0.9,-4,-15,0.1,-0.1
COc1cc(/C=N/NC(=O)c2cc3ccccc3cc2O)ccc1OCCN1CCCCC1,-0.2,0.3,-2,7,-5,0.4,1,-15,-1.1,-0.3
CN(CCc1ccccn1)C(=S)Nc1ccc(Cl)c(Cl)c1,-0.7,1,0,-7,-2,1,0,-8,2.2,0.1
CCOc1nc(SC(C(C)=O)C(=O)Nc2ccccc2)nc(N(C)C)n1 (stereo unspecified),1.7,1,x,-3,1,1.2,0,-5,-0.7,0.3

Outcome played no part in choosing rows. Share with any hit: about 12%.
